High-throughput results as filed in PubChem BioAssay.
APJ antagonist – antagonists of human APJ apelin receptor; 330,000 tested, 0.32% active; P35414; CHO-K1 APJ beta-arrestin complementation, luminescence; inhibition, % at 20 µM; AID 2521;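 active = inhibition above about 40% at 20 µM, limit read from the data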;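 note: cells challenged with 10 nM apelin-13 agonist together with compound; plate controls were apelin-13 plus DMSO wells for no effect and DMSO wells lacking apelin-13 for full effect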
XBP1 UPR activ – adaptive UPR (XBP1) activation | activation, % at 20 µM | 330,000 tested, 0.33% active | CHO-XBP1 luciferase reporter, IRE1-XBP1 UPR activation, luminescence; percent of tunicamycin response, DMSO as zero;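 active = versus positive control, 20 µM dose yields 30% or more activation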;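 note: 100% = tunicamycin at 10 µg/mL and 0% = DMSO only wells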
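Material: CHO cell line with stable XBP1 luciferase reporter; schedule: 16-18 h cell attachment at 37 °C, then 6 h compound exposure; signal: glow luminescence from Steady-Glo reagent; medium: serum-containing F12 medium, 10% FBS; benchmarks: tunicamycin 10 µg/mL and vehicle-only wells; read-out: percent activation relative to tunicamycin reference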
APJ ag – activates the human apelin receptor APJ; P35414; AID 2520; 330,000 tested, 0.11% active; CHO-K1 APJ PathHunter beta-arrestin, luminescence; 0% DMSO wells, 100% apelin; activation, % at 20 µM;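 active = activation more than six SD over the plate average, tested at 20 µM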;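 note: 0% = DMSO alone and 100% = apelin-13 at 10 nM; some results filed as inactive read as strong as hits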
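Incubation: overnight seeding, 90 min compound at 25 °C, 1 h detection; test system: PathHunter CHO-K1 APJ (AGTRL-1) beta-arrestin reporter cells; amount: 1000 cells/well; doses: one dose, 20 µM compound, 1% DMSO; measured by: beta-gal luminescence; measure: agonist-driven arrestin binding to APJ; benchmarks: negative DMSO alone, positive Apelin-13 at 10 nM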
tim10-1 inh – tim10-1 yeast growth inhibition; inhibition, % at 20 µM; 330,000 tested, 2.2% active; AID 463190; S. cerevisiae tim10-1 ts strain growth, BacTiter-Glo, 24 h;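 active = inhibition of at least 40%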;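 note: mutant grown at 25 °C; 0% = DMSO wells with yeast and 100% = wells holding no yeast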
UPR CHOP act – activators of apoptotic arm of unfolded protein response (CHOP); CHO-CHOP luciferase reporter, UPR activation, luminescence; percent of tunicamycin response over DMSO baseline; 330,000 tested, 0.34% active; AID 449763; activation, % at 10 µM;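 active = at 10 µM dose, activation of 40% or more, normalized to positive control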;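 note: 100% = tunicamycin at 10 µg/mL and 0% = DMSO alone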
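Material: CHO-CHOP cells, stable luciferase reporter of PERK-eIF2a-CHOP signalling; quantity: 500 reporter cells seeded per well; buffer or medium: F12 medium containing 10% fetal bovine serum; compound: one dose, 10 µM in 0.5% DMSO; incubation: 6 h compound treatment, 37 °C; measured by: Steady-Glo luciferase luminescence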
TIM10 inh – inhibits growth of TIM10 yeast strain. inhibition, % at 10 µM. S. cerevisiae TIM10 strain growth, BacTiter-Glo luminescence, 24 h. 330,000 tested, 1.4% active;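 active = inhibition of 40% or more at the single tested concentration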;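 note: wild-type TIM10 isogenic control strain grown at permissive 25 °C; 0% = DMSO yeast wells and 100% = minimal medium wells without yeast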
Mdm2-MdmX inh – disrupts the human Mdm2-MdmX interaction. O15151+Q00987. SaOS-2 split-luciferase Mdm2/MdmX complementation, luminescence. inhibition, % at 8 µM. 330,000 tested, 3% active;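 active = inhibition of at least 50% at 8 µM in the primary screen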
Target sequence (O15151 whole entry, looked up): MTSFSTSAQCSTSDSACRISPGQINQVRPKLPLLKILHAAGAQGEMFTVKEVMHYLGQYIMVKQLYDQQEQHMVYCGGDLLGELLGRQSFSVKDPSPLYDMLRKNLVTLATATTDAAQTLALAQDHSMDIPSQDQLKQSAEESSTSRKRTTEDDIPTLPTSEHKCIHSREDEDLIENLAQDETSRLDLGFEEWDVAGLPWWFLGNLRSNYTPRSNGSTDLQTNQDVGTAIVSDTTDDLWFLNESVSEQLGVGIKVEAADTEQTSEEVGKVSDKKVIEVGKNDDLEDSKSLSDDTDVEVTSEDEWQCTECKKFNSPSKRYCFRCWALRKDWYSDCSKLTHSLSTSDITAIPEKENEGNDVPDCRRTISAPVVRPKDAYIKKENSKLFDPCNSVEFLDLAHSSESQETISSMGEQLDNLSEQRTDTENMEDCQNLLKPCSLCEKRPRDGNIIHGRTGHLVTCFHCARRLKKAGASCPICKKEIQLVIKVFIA
Target sequence (Q00987 whole entry, looked up): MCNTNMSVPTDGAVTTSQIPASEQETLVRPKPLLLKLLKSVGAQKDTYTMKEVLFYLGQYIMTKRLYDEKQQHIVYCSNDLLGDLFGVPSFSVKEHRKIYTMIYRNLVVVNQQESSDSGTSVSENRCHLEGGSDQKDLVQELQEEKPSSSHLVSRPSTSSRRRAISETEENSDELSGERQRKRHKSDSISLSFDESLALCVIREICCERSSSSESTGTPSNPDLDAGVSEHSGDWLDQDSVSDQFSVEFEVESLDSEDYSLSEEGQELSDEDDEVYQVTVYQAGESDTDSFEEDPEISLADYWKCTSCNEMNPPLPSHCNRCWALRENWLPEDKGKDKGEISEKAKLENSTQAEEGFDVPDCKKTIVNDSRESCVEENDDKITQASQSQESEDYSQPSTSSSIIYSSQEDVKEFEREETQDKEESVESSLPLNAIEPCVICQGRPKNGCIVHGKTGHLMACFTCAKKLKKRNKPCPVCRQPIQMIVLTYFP
tim23-1 inh – inhibits growth of tim23-1 mutant yeast; S. cerevisiae tim23-1 growth, BacTiter-Glo luminescence, 24 h; inhibition, % at 20 µM; 330,000 tested, 1.3% active;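 active = growth inhibition of the mutant yeast at or above 50%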;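 note: temperature-sensitive mutant grown at 25 °C; plate controls were DMSO-treated mutant yeast for no effect and medium wells lacking yeast for full effect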
CXCR6 block – CXCR6 (human) receptor inhibition; O00574; CHO-K1 PathHunter CXCR6 beta-arrestin, luminescence; inhibition, % at 20 µM; 360,000 tested, 0.36% active; AID 602244; in the data active = inhibition above about 34%, passing the limit was not always enough;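 note: antagonist mode with CXCL16 agonist at 10 nM final; 0% = 10 nM CXCL16 with DMSO and 100% = unstimulated wells without agonist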
* hit, by the source's call. Only part of the results is shown. The share of hits here may be higher or lower than overall.

SMILES	APJ antagonist	XBP1 UPR activ	APJ ag	tim10-1 inh	UPR CHOP act	TIM10 inh	Mdm2-MdmX inh	tim23-1 inh	CXCR6 block
O=C(COc1ccc(F)cc1)NCC1CCCO1 (stereo not drawn)	-3	0	-3	11	0.8	10	22	11	-1
COc1ccc(C(CC(=O)c2ccc(C)cc2)Nc2ccc([N+](=O)[O-])cc2)cc1 (stereo not drawn)	14	-5	-2	12	0.8	28	-9	22	18
CC(=O)c1cc2c(cc1NC(=O)Cn1nc(-c3ccc(C)cc3)ccc1=O)OCO2	6	-3	-3	29	0.8	27	40	42	13
COc1ccc(C(c2nnnn2C2CCCC2)N2CCN(C3CCCC3)CC2)cc1OC (stereo not drawn)	14	-1	-4	3	1.4	-9	11	13	-2
Cc1ccc(N2CC(C(=O)Nc3nc4ccc(S(C)(=O)=O)cc4s3)CC2=O)cc1 (stereo not drawn)	7	-3	-4	5	0.8	2	-1	0	-2
Cc1ccc(NC(=O)CCCC2CCCCC2)c(O)c1	0	-2	-4	4	5.6	5	-59	11	-10
CCOCCCNC(=O)c1cc2c(=O)n3cccc(C)c3nc2s1	3	0	-3	-8	5.5	9	14	7	-1
CC(=O)O[C@]1(C(C)=O)CC[C@H]2[C@@H]3C=C(C)C4=CC(=O)CC[C@@H]4[C@H]3CC[C@@]21C	-8	-7	-2	13	1.7	8	-2	34	-10
COc1ccc(C(=O)N(CCN2CCOCC2)CC(=O)NC2CCCC2)cc1OC	3	2	-2	7	-1.6	-3	0	-3	2
COCCC(=O)N1CCC(Oc2ccc(C(=O)N3CCCC(CCCO)C3)cc2)CC1 (stereo not drawn)	11	1	-1	2	-1.0	2	2	-1	-4
O=C1CC(c2ccccc2)n2nc(NC(=O)C3CCCO3)nc2N1 (stereo not drawn)	10	-2	-2	-8	1.6	6	-3	-4	-4
COC(=O)COc1ccc(S(=O)(=O)Nc2ccc3c(c2)OCCO3)cc1C	5	-8	-2	8	-3.2	-13	26	11	-10
CC(C)S(=O)(=O)C/C(N)=N/OC(=O)c1cc(Cl)cc(Cl)c1	-36	0	14	36	3.5	4	-10	13	-12
CC1(C)C(=O)Nc2ccccc2N1C(=O)COC(=O)CSc1ccc(Cl)cc1	0	-1	-3	5	-1.2	3	-15	24	4
O=C1OCCC1Sc1nc(-c2ccccc2)cs1 (stereo not drawn)	14	-3	0	20	0.4	0	22	23	-6
CC(C)(C)C(=O)Nc1nnc(SCC(=O)NC2CCCCC2)s1	6	2	2	11	-2.2	0	-1	15	-5
COc1ccccc1-n1c(SCC(=O)Nc2ccccc2F)nc2[nH]ncc2c1=O	7	-1	-1	11	-1.2	8	1	24	3
CCn1cc(Cl)c(C(=O)Nc2cccc(C(F)(F)F)c2)n1	-20	2	1	33	2.7	15	-13	38	-7
O=C(O)CCCn1cc(NC(=O)c2ccc(Br)o2)cn1	-21	10	2	-15	-1.5	3	0	13	-13
OC1(c2ccccc2F)CCN(Cc2nnnn2Cc2ccc(F)cc2)CC1	-15	-2	0	21	1.2	10	17	10	1

A run of entries taken from the entries so far, for reference:
SMILES	APJ antagonist	XBP1 UPR activ	APJ ag	tim10-1 inh	UPR CHOP act	TIM10 inh	Mdm2-MdmX inh	tim23-1 inh	CXCR6 block
O=C(COc1ccc(F)cc1)NCC1CCCO1 (stereo not drawn)	-3	0	-3	11	0.8	10	22	11	-1
COc1ccc(C(CC(=O)c2ccc(C)cc2)Nc2ccc([N+](=O)[O-])cc2)cc1 (stereo not drawn)	14	-5	-2	12	0.8	28	-9	22	18
CC(=O)c1cc2c(cc1NC(=O)Cn1nc(-c3ccc(C)cc3)ccc1=O)OCO2	6	-3	-3	29	0.8	27	40	42	13
COc1ccc(C(c2nnnn2C2CCCC2)N2CCN(C3CCCC3)CC2)cc1OC (stereo not drawn)	14	-1	-4	3	1.4	-9	11	13	-2
Cc1ccc(N2CC(C(=O)Nc3nc4ccc(S(C)(=O)=O)cc4s3)CC2=O)cc1 (stereo not drawn)	7	-3	-4	5	0.8	2	-1	0	-2
Cc1ccc(NC(=O)CCCC2CCCCC2)c(O)c1	0	-2	-4	4	5.6	5	-59	11	-10
CCOCCCNC(=O)c1cc2c(=O)n3cccc(C)c3nc2s1	3	0	-3	-8	5.5	9	14	7	-1
CC(=O)O[C@]1(C(C)=O)CC[C@H]2[C@@H]3C=C(C)C4=CC(=O)CC[C@@H]4[C@H]3CC[C@@]21C	-8	-7	-2	13	1.7	8	-2	34	-10
COc1ccc(C(=O)N(CCN2CCOCC2)CC(=O)NC2CCCC2)cc1OC	3	2	-2	7	-1.6	-3	0	-3	2
COCCC(=O)N1CCC(Oc2ccc(C(=O)N3CCCC(CCCO)C3)cc2)CC1 (stereo not drawn)	11	1	-1	2	-1.0	2	2	-1	-4
O=C1CC(c2ccccc2)n2nc(NC(=O)C3CCCO3)nc2N1 (stereo not drawn)	10	-2	-2	-8	1.6	6	-3	-4	-4
COC(=O)COc1ccc(S(=O)(=O)Nc2ccc3c(c2)OCCO3)cc1C	5	-8	-2	8	-3.2	-13	26	11	-10
CC(C)S(=O)(=O)C/C(N)=N/OC(=O)c1cc(Cl)cc(Cl)c1	-36	0	14	36	3.5	4	-10	13	-12

Further results
SMILES	APJ antagonist	XBP1 UPR activ	APJ ag	tim10-1 inh	UPR CHOP act	TIM10 inh	Mdm2-MdmX inh	tim23-1 inh	CXCR6 block
CCOC(=O)C1CCN(C(=O)CCS(=O)(=O)c2ccc3c(c2)CCN3C(C)=O)CC1	14	1	0	14	-1.8	-33	-3	10	-10
COc1ccc([C@@H]2[C@@H]3C(=O)N(C(C)(C)C)C(=O)[C@@H]3[C@]3(Cc4ccccc4)C(=O)N(c4ccccc4)C(=O)N23)cc1	10	-2	0	-7	-0.3	1	-10	1	-10
O=C1Cc2cc(S(=O)(=O)Nc3cccc([N+](=O)[O-])c3)cc3c2N1CCC3	5	-3	-3	-8	-0.5	4	-6	6	13
CN(CC(=O)Nc1cccc(F)c1)CC(=O)N1CCc2ccccc21	5	1	-1	17	-1.5	11	30	37	2
COc1ccccc1NS(=O)(=O)c1ccc(N/N=C/c2c(C)nn(-c3ccccc3)c2N2CCCC2)c([N+](=O)[O-])c1	21	-2	-6	18	3.7	12	23	19	20
O=C(NNc1ccccc1[N+](=O)[O-])Nc1ccc(Cl)c(Cl)c1	-5	-1	1	13	2.3	14	87*	30	-4
Cc1ccc(-c2nn3c(C)nnc3s2)cc1NCc1c(F)cccc1Cl	-6	14	-3	8	-0.8	-3	81*	8	2
CC(C)(C)n1nnnc1C(c1cccnc1)N(Cc1ccccc1)Cc1ccco1 (stereo not drawn)	0	4	-3	29	-0.5	27	-3	34	-1
O=C(CN1C(=O)NC2(CCCCCC2)C1=O)Nc1ccc(S(=O)(=O)N2CCOCC2)cc1	-5	2	-2	5	-1.6	1	-4	1	10
Cn1c(=O)c2c(nc(N3CCOCC3)n2Cc2c(F)cccc2Cl)n(C)c1=O	10	-4	0	23	2.1	27	1	33	-1
CCCC(=O)OCC(=O)Nc1cc(C(C)(C)C)nn1-c1ccccc1	-14	-2	-3	27	-0.3	20	15	18	-3
Cc1cc(=O)oc2c(C)c(OCC(=O)NC3CC(C)(C)NC(C)(C)C3)ccc12	19	-2	2	-8	-0.6	-5	15	-3	-4
CC(=O)Nc1ccc(-c2csc(NNC(=O)c3ccccc3)n2)cc1	3	3	-1	16	-0.5	10	8	11	6
O=C(COc1ccccc1)N1c2ccccc2Sc2ccccc21	10	-2	-1	35	-1.4	17	2	34	4
Cc1nc(C)c(-c2nnc(-c3cccc(S(=O)(=O)N(C)C)c3)o2)cc1C(=O)NN	9	-3	-4	-5	3.0	12	23	7	-10
CC(=O)Nc1cccc(NC(=O)Nc2cccc(F)c2)c1	11	1	-4	6	0.7	4	4	1	-10
Cc1cc(=O)[nH]c(SCC(=O)N2CCN(C(=O)c3ccco3)CC2)n1	9	0	-1	-4	3.5	-1	-26	8	-3
NC(=O)N/N=C/c1ccc(-c2cccc(C(F)(F)F)c2)o1	-14	2	-1	1	1.7	19	5	2	-6
CC(=O)c1ccc2c(c1)OCCOCCOc1ccc(C(C)=O)cc1OCCOCCO2	-21	-2	-6	-3	-1.2	-6	29	-10	-6
CC(=O)N(c1ccccc1Cl)S(=O)(=O)c1ccc(Cl)cc1	-3	-4	1	-2	-0.5	-7	-7	40	2
COc1ccccc1CNC(=O)COc1ccc(C)cc1	6	-5	-2	11	1.2	3	13	17	-6
COc1ccccc1N1CC(C(=O)Nc2nnc(SC)s2)CC1=O (stereo not drawn)	19	-6	-1	-9	0.2	0	21	2	6
COc1ccccc1-n1c(C)c(C(C)=O)c2cc(O)ccc21	9	-4	-1	5	0.4	2	38	23	-20
CC(NS(=O)(=O)c1ccc(OCC(=O)NCc2ccccn2)cc1)c1ccccc1 (stereo not drawn)	6	-2	1	-11	0.7	9	4	7	6
CCOC(=O)N1CCN(C(=O)C2CCCN(c3nc4ccc(OCC)cc4s3)C2)CC1 (stereo not drawn)	-86	1	1	15	0.9	5	6	20	2
COCC(=O)Nc1cc(C(=O)Nc2ccccc2C)ccc1Cl	14	1	-3	-15	-0.5	8	5	5	-1
CC(C)(C)NC(=O)C(c1ccccc1)N(C(=O)c1ccco1)C1CC1 (stereo not drawn)	13	0	-2	16	-0.9	-2	-14	18	-2
Cc1ccc(S(=O)(=O)N2CC=C(C(=O)NCc3ccc(F)cc3)CC2)cc1	3	-3	14	12	1.5	10	4	23	-8
CCCCN(CC)C(=O)c1cccc(Cl)c1	5	2	3	4	0.7	-17	-2	-4	-2
COP(=O)(OC)c1nc(-c2ccc(C)cc2)oc1N1CCCCC1	18	2	-2	23	0.0	2	-20	41	6
c1coc(-c2nc3c([nH]2)CCc2nonc2-3)c1	2	-2	-2	-13	-1.1	-6	23	-5	3
CCOC(=O)C1(Cc2ccccc2Cl)CCN(Cc2csc(C(C)=O)c2)CC1	12	1	-4	-12	0.6	9	24	23	11
C/C(=N/NC(=O)c1ccc(Br)s1)c1cccnc1	-2	-4	2	4	0.6	-1	-8	7	0
CCNc1ccc(C(=O)OCC)cc1NC(=O)c1cccc(S(=O)(=O)N(C)c2ccccc2)c1	6	-1	-3	16	-0.4	11	18	21	2
CCCCn1cnc2cc(NCc3ccncc3)ccc21	-4	-2	0	-1	0.6	-12	24	-8	-6
O=c1oc2ccccc2cc1-c1csc(NN=C2CCCC2)n1	-3	3	-1	1	-0.1	16	0	5	-4
Cc1nc(N)nc(N/N=C/c2c(F)cccc2Cl)n1	-2	-2	-4	3	2.6	5	2	5	-3

2 records picked at random from those above:
SMILES	APJ antagonist	XBP1 UPR activ	APJ ag	tim10-1 inh	UPR CHOP act	TIM10 inh	Mdm2-MdmX inh	tim23-1 inh	CXCR6 block
CCCCN(CC)C(=O)c1cccc(Cl)c1	5	2	3	4	0.7	-17	-2	-4	-2
O=c1oc2ccccc2cc1-c1csc(NN=C2CCCC2)n1	-3	3	-1	1	-0.1	16	0	5	-4
